High-throughput results deposited in PubChem by The Scripps Research Institute Molecular Screening Center.
M5 PAM: positive allosteric modulators of human muscarinic M5 receptor; CHO-K1 hM5, Fluo-8 calcium, ACh EC20 PAM; 0% = ACh EC20, 100% = ACh EC100; activation, % at 3 µM; actives 0.3% (n = 360,000); AID 624038;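 active = activation above the run cutoff, the mean activation of all test compounds plus 3 SD, cut at about 18% in these data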
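System: CHO-K1 hM5 cells. Reagent: acetylcholine, EC20 level. Compound dosing: single dose, 3 µM nominal final test concentration. Timing: Post-acetylcholine fluorescence recording 140 s. Detection: Fluo-8 calcium fluorescence. Read-out: % activation, ACh-normalized. Benchmarks: ACh EC20 and EC100 wells. Repeats: singlicate, one well per test compound.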
M4 ag: agonists of human muscarinic M4 receptor (CHRM4); P08173; CHO-K1 hM4/Gqi5, Fluo-8 calcium fluorescence; vehicle 0%, full acetylcholine response 100%; actives 0.14% (n = 360,000); activation, % at 3 µM; AID 624127;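 active = activation above the run mean over all test wells plus 3 SD, cut at about 32% in these data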;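 note: peak over basal fluorescence ratio per well then scaled between controls; 0% = DMSO wells and 100% = acetylcholine at EC100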
Target sequence (P08173 whole entry, looked up): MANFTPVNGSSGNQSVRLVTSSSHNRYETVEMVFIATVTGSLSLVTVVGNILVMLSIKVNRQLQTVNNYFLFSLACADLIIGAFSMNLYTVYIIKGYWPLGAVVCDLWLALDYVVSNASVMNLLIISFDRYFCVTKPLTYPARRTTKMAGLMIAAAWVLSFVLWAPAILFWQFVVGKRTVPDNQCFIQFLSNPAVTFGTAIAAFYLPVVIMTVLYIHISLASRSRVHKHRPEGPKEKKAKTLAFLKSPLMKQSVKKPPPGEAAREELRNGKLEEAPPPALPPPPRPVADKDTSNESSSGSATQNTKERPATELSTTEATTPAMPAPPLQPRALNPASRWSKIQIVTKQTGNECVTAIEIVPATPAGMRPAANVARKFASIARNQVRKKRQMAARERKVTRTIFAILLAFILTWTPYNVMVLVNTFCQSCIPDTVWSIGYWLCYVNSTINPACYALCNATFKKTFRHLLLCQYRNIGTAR
TAAR1 ag: human TAAR1 agonism. CHO RD-HGA16 TAAR1, Fluo-8 calcium fluorescence; vehicle wells 0%, saturating PEA agonist 100%. activation, % at 3 µM. actives 0.99% (n = 360,000);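 active = activation above the mean activation of all test compounds in the run plus 3 SD, cut at about 38% in these data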
Target sequence (Q96RJ0 whole entry, looked up): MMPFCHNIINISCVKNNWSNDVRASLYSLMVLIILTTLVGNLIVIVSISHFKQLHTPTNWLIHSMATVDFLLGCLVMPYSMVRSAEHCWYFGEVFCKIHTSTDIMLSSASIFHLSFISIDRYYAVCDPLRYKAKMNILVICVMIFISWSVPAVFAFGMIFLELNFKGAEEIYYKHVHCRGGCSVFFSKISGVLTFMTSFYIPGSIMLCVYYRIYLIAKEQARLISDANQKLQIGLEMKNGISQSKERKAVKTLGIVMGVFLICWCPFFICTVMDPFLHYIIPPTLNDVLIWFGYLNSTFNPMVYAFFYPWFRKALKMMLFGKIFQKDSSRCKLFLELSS
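Signal – calcium-sensitive Fluo-8 signal, excitation 470-495, emission 515-575 nm · System – RD-HGA16 (CHO) cells co-expressing Gα16 and hTAAR1 · Incubation – 17-24 h seeding, 75 min 37 °C dye, 30 min RT · Compound dosing – 3 µM single concentration · Repeats – no replicates (n 1)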
CHRM5 agonist: agonists of human muscarinic M5 receptor (CHRM5); actives 0.19% (n = 360,000); CHO-K1 hM5 cells, Fluo-8 calcium fluorescence; 0% DMSO wells, 100% maximal acetylcholine response; activation, % at 3 µM; AID 624037; P08912;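 active = activation above the run's mean over test compounds plus 3 SD, cut at about 23% in these data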;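 note: signal is peak over basal fluorescence ratio across the kinetic read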
CHRM4 antagonist: blocks acetylcholine activation of human M4 receptor; actives 0.73% (n = 360,000); inhibition, % at 3 µM; CHO-hM4 cells, ACh EC80, Fluo-8 calcium fluorescence; P08173;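 active = inhibition above its plate's cutoff, the mean inhibition of sample wells plus 3 SD, cut at about 27% in these data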;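 note: 0% = acetylcholine EC80 with DMSO and 100% = DMSO without agonist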
M1 PAM: potentiates human M1 receptor response to acetylcholine; P11229; CHO-K1 hM1, Fluo-8 calcium fluorescence, ACh EC20; 0% = ACh EC20, 100% = maximal ACh; activation, % at 3 µM; actives 0.088% (n = 360,000); AID 588819; in the data active = activation above about 19%, passing the limit was not always enough
M1 ag: agonists of human M1 muscarinic receptor | P11229 | CHO-K1 hM1, Fluo-8 calcium fluorescence, agonist mode; 0% DMSO, 100% acetylcholine EC100 | activation, % at 3 µM | actives 0.33% (n = 360,000);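 active = activation above the run's mean compound activation plus 3 SD, cut at about 16% in these data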;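 note: peak over basal fluorescence ratio within a 140 s kinetic read after compound addition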
M5 antag: blocks acetylcholine activation of human M5 receptor; P08912; CHO-hM5 cells, Fluo-8 calcium fluorescence, ACh EC80; inhibition, % at 3 µM; actives 0.59% (n = 360,000); AID 624040;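 active = inhibition above a per-plate cutoff, the mean of that plate's test compounds plus 3 SD, cut at about 27% in these data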;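 note: 0% = acetylcholine EC80 with DMSO and 100% = DMSO without agonist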
M1 antag: blocks human M1 muscarinic receptor. inhibition, % at 3 µM. AID 588852. CHO-K1 hM1, Fluo-8 calcium fluorescence, ACh EC80 antagonist. actives 1.3% (n = 360,000);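 active = percent inhibition above its own plate's cutoff, namely the mean of that plate's compound wells plus 3 SD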;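 note: peak over basal fluorescence ratio during 140 s after agonist addition; 0% = ACh EC80 plus DMSO and 100% = DMSO alone without agonist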
* = called active by the depositor; x = not tested or not shown.

canonical_smiles | M1 antag | M1 ag | M4 ag | CHRM4 antagonist | M1 PAM | M5 antag | TAAR1 ag | CHRM5 agonist | M5 PAM
Cc1ccc(NC(=O)CSc2nnnn2C)cc1S(=O)(=O)N(C)C | -7 | -8 | 0 | 4 | 13 | -6 | 3 | 0 | -1
c1ccc(-c2nc3cc4ccccc4cc3[nH]2)nc1 | 9 | -2 | 1 | -2 | -2 | 4 | 14 | -12 | 2
O=C(Nc1ccc2nc3n(c(=O)c2c1)CCCC3)c1ccccc1[N+](=O)[O-] | 0 | -6 | 1 | -3 | -3 | 6 | 0 | -1 | -1
Cc1ccccc1NC(=O)c1csc2c1CCCC2 | -10 | -7 | -3 | -1 | 4 | -6 | 1 | -12 | 2
O=C(NC1CCCC1)c1n[nH]c2ccccc12 | 4 | -3 | -1 | 6 | 5 | 7 | 5 | -4 | -1
COc1ccc(OC)c(/C(C)=N/Nc2ccc(C(=O)O)cc2)c1 | 1 | -3 | 1 | -9 | 1 | -14 | 5 | 2 | 3
O=C(CSc1ccc([N+](=O)[O-])cc1)c1ccccc1 | -4 | -7 | 3 | -8 | 3 | 9 | -1 | -6 | -4
COc1ccccc1NC(=O)CCN1C(=O)C2CC=C(Cl)CC2C1=O (stereo unspecified) | -27 | -1 | 3 | -8 | 4 | -4 | 2 | 3 | 0
Cc1ccc(S(=O)(=O)N2CCN(C(C)C(=O)NCC(C)c3ccccc3)CC2)cc1 (stereo unspecified) | -9 | -4 | 3 | 9 | 2 | 13 | 11 | 0 | -4
Cc1ccc2nc(SCc3nnc(-c4ccccc4[N+](=O)[O-])o3)c(C#N)cc2c1 | 13 | -2 | 1 | -5 | -4 | -1 | 4 | -1 | 2
COc1ccccc1CN1CCNC(=O)C1CC(=O)NCc1csc(C)n1 (stereo unspecified) | 0 | -9 | 1 | -6 | 8 | 7 | 4 | -2 | -3
CCOc1ccccc1NC(=O)CSc1nnc(CNC(=O)c2cc(OC)c(OC)c(OC)c2)o1 | -2 | -2 | 1 | -7 | 10 | 10 | 1 | -5 | 2
CNC(=O)COC(=O)c1ccccc1C(=O)c1ccc(Cl)c([N+](=O)[O-])c1 | -2 | -9 | 0 | 8 | 6 | -2 | -1 | -6 | -9
O=C(c1ccc(CS(=O)(=O)c2ccc(Br)cc2)o1)N1CCOCC1 | -2 | 0 | 0 | -14 | 5 | 3 | 2 | 0 | -3
C#CCOCCOCCOCCNc1nc(N2CCOCC2)nc(N2CCN(C(=O)[C@H](CCCCN)n3cc([C@@H](N)C(C)CC)nn3)CC2)n1 (stereo partly specified) | 9 | -3 | 2 | -2 | -2 | 4 | 14 | 3 | 3
O=C(NCc1ccc(F)cc1)c1cccc(NC2=NC3CS(=O)(=O)CC3S2)c1 (stereo unspecified) | -18 | -1 | 1 | -3 | 10 | 5 | 1 | 1 | -4
CCSc1nc2c(c(-c3ccc(C)o3)c1C#N)CCCC2 | -26 | -4 | -2 | -3 | 4 | -9 | -1 | -2 | 6
O=C(NC1CC(=O)N(c2ccc(Cl)cc2)C1)N1CCN(C(=O)c2ccco2)CC1 (stereo unspecified) | -8 | -3 | 2 | 1 | 5 | 5 | 5 | 2 | -3
Oc1ccc(Cl)cc1N=Cc1sc2ccccc2c1Cl | -5 | -4 | 2 | -11 | 11 | -5 | 5 | -3 | -8
O=C(Nc1cccnc1)c1cccc(S(=O)(=O)N2CCOCC2)c1 | -7 | -1 | 2 | 6 | 2 | -5 | 1 | 3 | 5
Cc1ccc(N(Cc2cc3ccccc3[nH]c2=O)C(=O)c2ccco2)c(C)c1 | -4 | -1 | 0 | 1 | 5 | 0 | 17 | 1 | 3
CC1(C(=O)NS(=O)(=O)c2cccc(F)c2)CCN1C(=O)CCc1ccccc1 (stereo unspecified) | -4 | -1 | 2 | -10 | 0 | -3 | 0 | -1 | 0
COc1ccc(S(=O)(=O)N2CCC(C(=O)N3CCc4ccccc4C3)CC2)cc1OC | -6 | -3 | 4 | -8 | 2 | 7 | 15 | 5 | -11
COP(=O)(OC)OC(C(=O)c1ccccc1)c1ccc(Cl)cc1 (stereo unspecified) | x | x | 3 | 8 | x | 1 | 3 | -5 | -1
Nc1nc(N)n(-c2ccccc2)c(=Nc2ccccc2)n1 | -8 | -10 | 2 | -1 | 4 | 0 | 0 | -5 | 2
Cc1cccc(NC(=O)c2cccc(N3C(=O)CCC3=O)c2)c1 | -7 | -2 | 1 | 7 | 6 | 6 | 0 | -2 | -2
CC(C)CCNC(=O)C(c1cccnc1)N(Cc1ccccc1)C(=O)Cn1nnc2ccccc21 (stereo unspecified) | -32 | -1 | 3 | -5 | 15 | 5 | 9 | -7 | -4
CCN(CC)CCN(C(=O)Cn1nnc(-c2ccc(C)o2)n1)C(C(=O)NC(C)(C)C)c1cccs1 (stereo unspecified) | 2 | -13 | 2 | 5 | 4 | -10 | 4 | -4 | -4
Cc1ccc(C)c(NC(=S)NNC(=O)c2csc(C(C)C)c2)c1 | 7 | -3 | 2 | 3 | -3 | 0 | 3 | -1 | -2
CCO/C=C1/C(=O)N(Cc2ccccc2)C(=O)c2ccccc21 | 9 | -8 | 2 | 5 | -4 | -5 | 14 | -2 | -3
O=C(CN(C(=O)CNS(=O)(=O)c1ccc(F)cc1)c1cccc(F)c1)NCC1CCCO1 (stereo unspecified) | 1 | -4 | 2 | 3 | -5 | 2 | 8 | -2 | -7
Cc1ccc(S(=O)(=O)N2CCCCC2)cc1NC(=O)COC(=O)c1ccc(=O)[nH]c1 | 7 | -4 | 0 | -2 | 7 | 11 | 14 | -1 | 4
CCOC(=O)c1ccc(NC(=O)c2nc[nH]c2C(=O)N[C@@H](C)C(=O)OC(C)(C)C)cc1 | -3 | -2 | 0 | 5 | 11 | 4 | 12 | 1 | 5
O=C(NCCc1ccccc1C(F)(F)F)c1cc(COc2ccccc2)on1 | -8 | -7 | 1 | -4 | 4 | 5 | 5 | -2 | -5
Cc1onc(-c2c(Cl)cccc2Cl)c1-c1nnc(-c2ccc(Cl)cc2)o1 | -5 | -2 | -1 | 16 | 5 | 1 | 2 | -1 | 0
CCOC(=O)c1c(SCC(=O)Nc2nccs2)nc(C)c(C)c1C | 24 | -1 | 2 | 3 | -10 | 9 | 1 | -1 | -4
CCO[C@H]1OC(C(=O)N2CCN(Cc3ccccc3)CC2)=C[C@@H](c2ccccc2)[C@@H]1CCCO | -3 | -5 | 5 | -6 | 4 | 6 | 10 | 0 | 1
COc1ccc(NC(=O)c2cc3c(=O)n4ccccc4nc3n2C)c(OC)c1 | -8 | -1 | 2 | -6 | 2 | 7 | 0 | 3 | 1
COc1ccc2cc3cc(C(=O)N4CC(C)CC(C)C4)oc3nc2c1 (stereo unspecified) | 4 | -4 | 5 | -3 | -1 | 6 | x | -4 | -5
COc1cnc(-c2ccccn2)nc1Sc1ccccc1 | -3 | -6 | 4 | -3 | 0 | -4 | 14 | -1 | 2
CC1(C)C(=O)Nc2ccccc2N1C(=O)COC(=O)c1cccc(O)c1 | -2 | 1 | 12 | -3 | -3 | 8 | 14 | 6 | -8
CCN(CC)CCNC(=O)c1ccc(NC(=O)c2cc(S(=O)(=O)N3CCCCC3)ccc2C)cc1 | 94* | -8 | 1 | 69* | -26 | 36* | 3 | -10 | -38
CC(C)CN1C(=O)C(=O)N(CC(=O)N2c3ccccc3NC(=O)CC2C)C1=O (stereo unspecified) | -12 | -1 | 0 | -24 | 8 | 0 | 1 | 2 | -4
O=C(NCCN1CCOCC1)c1cc(Cl)ccc1Cl | 12 | 0 | 0 | 1 | -8 | -10 | 4 | 1 | -1
Cc1ccc(Cn2c(=N)c(C(=O)NCc3ccco3)cc3c(=O)n4ccccc4nc32)cc1 | -2 | -7 | 0 | -4 | -1 | 2 | 0 | -5 | 3
COC(=O)c1ccc2[nH]cc(CCO)c2c1 | 3 | -4 | 1 | 5 | 3 | 10 | 0 | 0 | -7
Cc1cc(NC(=O)c2ccc(C)c(C)c2)no1 | 7 | -1 | 1 | 0 | -1 | 1 | 1 | -2 | 2
CC(C)(C)c1[nH]ncc1[N+](=O)[O-] | -5 | -8 | 1 | -5 | 8 | 6 | 4 | -1 | -8
NNC(=O)[C@H](Cc1ccccc1)NC(=O)NCCc1ccccc1 | -9 | -4 | 0 | -4 | -1 | 4 | 4 | -4 | -1
COc1cccc(OCC(=O)Nc2c3c(nn2-c2ccccc2)CS(=O)(=O)C3)c1 | 2 | -3 | 4 | -16 | -1 | -15 | 5 | -2 | 2
CCN(CC(=O)NCc1ccc(F)cc1)C(=O)CN1CCN(c2cc(Cl)ccc2C)CC1 | -15 | -8 | 2 | -6 | 7 | 6 | 2 | -4 | -2
CCOC(=S)SCc1cn2cccc(C)c2n1 | -3 | -4 | 1 | -2 | 3 | 7 | 5 | 2 | 2
Cc1cccc(-c2cc(C(=O)Nc3ccc4c(c3)OCCO4)c3ccccc3n2)c1 | 2 | -4 | 4 | -10 | -7 | 7 | 8 | -5 | -7
CCOc1ccc(C(CC(=O)O)NC(=O)Cc2ccccc2)cc1OC (stereo unspecified) | -16 | 0 | -1 | -2 | 19 | 2 | 2 | -2 | -2
CCCCN(C=O)c1c(CC)nc2ccc(C(=O)NCCc3c[nH]c4ccccc34)cn12 | 1 | -1 | 19 | -12 | -11 | -2 | 12 | 1 | -13
C#CCOCCOCCOCCNc1nc(N2CCN(C(=O)[C@H](CCC(=O)O)n3cc([C@@H](N)[C@H](C)CC)nn3)CC2)nc(N2CCN(C(=O)[C@H](CCC(=O)O)n3cc([C@@H](N)CC(N)=O)nn3)CC2)n1 | -6 | -1 | 0 | 6 | 4 | 4 | 1 | 1 | 1
O=[N+]([O-])c1ccc(-c2cccnc2)cc1 | -5 | 0 | 1 | 3 | 6 | 4 | 0 | 2 | 18*

Arranged by number of heavy atoms (falling): 7 of the compounds above.
canonical_smiles | M1 antag | M1 ag | M4 ag | CHRM4 antagonist | M1 PAM | M5 antag | TAAR1 ag | CHRM5 agonist | M5 PAM
CCN(CC)CCNC(=O)c1ccc(NC(=O)c2cc(S(=O)(=O)N3CCCCC3)ccc2C)cc1 | 94* | -8 | 1 | 69* | -26 | 36* | 3 | -10 | -38
CCCCN(C=O)c1c(CC)nc2ccc(C(=O)NCCc3c[nH]c4ccccc34)cn12 | 1 | -1 | 19 | -12 | -11 | -2 | 12 | 1 | -13
COc1cccc(OCC(=O)Nc2c3c(nn2-c2ccccc2)CS(=O)(=O)C3)c1 | 2 | -3 | 4 | -16 | -1 | -15 | 5 | -2 | 2
CC(C)CN1C(=O)C(=O)N(CC(=O)N2c3ccccc3NC(=O)CC2C)C1=O (stereo unspecified) | -12 | -1 | 0 | -24 | 8 | 0 | 1 | 2 | -4
CC1(C)C(=O)Nc2ccccc2N1C(=O)COC(=O)c1cccc(O)c1 | -2 | 1 | 12 | -3 | -3 | 8 | 14 | 6 | -8
NNC(=O)[C@H](Cc1ccccc1)NC(=O)NCCc1ccccc1 | -9 | -4 | 0 | -4 | -1 | 4 | 4 | -4 | -1
CCOC(=S)SCc1cn2cccc(C)c2n1 | -3 | -4 | 1 | -2 | 3 | 7 | 5 | 2 | 2

Not all compounds are listed; rates above refer to the full screens.
